PNC assembly inh = blocks assembly of the perinucleolar compartment; activity change (PNC), negative = inhibition, % at 10 µM; PC3M PTB-GFP, PNC prevalence imaging, 16 h; hits give low values; hit rate 3.1% among 140,000;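 active means readout at or below -70, meaning at least 70% loss of cells showing the perinucleolar compartment, a nuclear body marking cancer cells; inconclusive means readout between -30 and a set limit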;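 further: plate controls were DMSO wells for no effect and camptothecin positive control wells for full effect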
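PC3M cells stably expressing PTB-GFP, 750–1000 cells/well, treated 16 h at 37 °C with compound (23 nl of library stock), in duplicate. After paraformaldehyde fixation and Hoechst stain, imaged at 20x; PNC prevalence scored by image analysis.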
ALOX15B inhib = blocks human 15-lipoxygenase 2 activity | O15296 | purified 15hLO-2, xylenol orange hydroperoxide absorbance | Potency, µM (doses to about 57.1 µM), without a hit: at the top dose activity change, negative = inhibition, actives largely listed as inhibitors | hit rate 0.56% among 110,000; further: potency means the concentration at half of the fitted maximal effect; nearly all actives have a fitted effect of over 60% in size; many of its hits are not listed in these tables
Target sequence (O15296 whole entry, looked up): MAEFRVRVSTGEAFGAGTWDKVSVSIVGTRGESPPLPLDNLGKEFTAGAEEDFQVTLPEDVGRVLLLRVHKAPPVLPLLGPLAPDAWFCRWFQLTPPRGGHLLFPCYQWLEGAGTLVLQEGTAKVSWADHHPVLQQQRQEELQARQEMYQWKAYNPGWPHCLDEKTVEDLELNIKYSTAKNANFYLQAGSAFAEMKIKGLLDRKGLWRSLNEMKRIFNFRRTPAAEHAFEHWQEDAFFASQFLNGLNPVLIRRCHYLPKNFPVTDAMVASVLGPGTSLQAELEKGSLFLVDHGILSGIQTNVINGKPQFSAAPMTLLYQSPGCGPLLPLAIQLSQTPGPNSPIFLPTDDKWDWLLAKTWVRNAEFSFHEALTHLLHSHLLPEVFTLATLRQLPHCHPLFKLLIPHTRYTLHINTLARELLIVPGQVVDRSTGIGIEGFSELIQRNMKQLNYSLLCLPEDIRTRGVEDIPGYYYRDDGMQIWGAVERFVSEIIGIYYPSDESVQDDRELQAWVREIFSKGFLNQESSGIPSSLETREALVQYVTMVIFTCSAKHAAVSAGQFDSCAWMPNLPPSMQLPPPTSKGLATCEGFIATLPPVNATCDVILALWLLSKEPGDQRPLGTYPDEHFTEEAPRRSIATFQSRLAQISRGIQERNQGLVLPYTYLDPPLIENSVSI
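Purified human 15hLO-2 (50 nM final) preincubated with compounds 15 min at room temperature in 25 mM Hepes pH 7.5, 0.01% Triton X-100, then 45 uM arachidonic acid added for 90 min; hydroperoxide detected via ferrous/xylenol orange, 573/405 nm absorbance ratio.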
12-hLO inh = inhibitors of human 12-lipoxygenase (ALOX12) | P18054 | purified 12-hLO, xylenol orange hydroperoxide absorbance | AID 1452 | hit rate 0.12% among 150,000 | Potency, µM (series often up to 57.1 µM), for the others: at the top dose activity change, negative = inhibition, most hits filed as inhibitors; further: potency means the concentration at half of the fitted maximal effect; nearly all actives have a fitted effect of over 55% in size; many of its hits are not listed in these tables
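Lipoxygenase turnover measured by absorbance at 573 and 405 nm after Fe-XO development. Human 12hLO 150 nM, arachidonate 40 uM, pH 7.0 Hepes buffer with detergent; 15 min compound preincubation, 30 min reaction.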
IMPase inh = IMPase inhibition in cells; inhibition (IP1 accumulation), % at 46.1 µM; 120,000 tested, under 10 active; CHO-M1 cells, IP1 accumulation, HTRF TR-FRET ratio; active means well fitted curve in the direction sought with a large enough effect in the signal ratio, not every such curve was filed as active; inconclusive means small, poorly fitted or top-dose-only effect, or a change in a side signal; inactive means no such curve, though single readings can be large or run the other way; the % refers to the signal ratio;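 further: cells stimulated with carbachol in lithium chloride buffer; plate controls were DMSO basal wells for no effect and reference inhibitor wells for full effect; higher means more IMPase inhibition seen as more IP1 and lower FRET ratio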
Target sequence (P97697 whole entry, looked up): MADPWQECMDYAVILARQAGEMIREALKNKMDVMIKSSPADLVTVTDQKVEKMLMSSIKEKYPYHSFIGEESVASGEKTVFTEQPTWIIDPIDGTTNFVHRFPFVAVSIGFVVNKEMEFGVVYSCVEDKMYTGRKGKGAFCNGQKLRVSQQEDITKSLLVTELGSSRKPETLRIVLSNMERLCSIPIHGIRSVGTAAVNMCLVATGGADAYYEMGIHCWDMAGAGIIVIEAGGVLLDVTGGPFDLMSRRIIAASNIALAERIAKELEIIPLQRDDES
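In this qHTS, compounds (final up to 46 uM) act on CHO-M1 cells that are then activated through the M1 receptor with carbachol, in pH 7.4 buffer containing 50 mM LiCl, for 30 min. IP1 accumulation is quantified by the IP-One immunoassay.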
An asterisk follows results filed as active; ? = inconclusive; . = not tested or not shown; & = joins results of further samples; [ ] = dose if it differs, or a comment. Unless noted, the call rests on the fitted dose curve; in most records, active means well fitted curve in the direction sought with a large enough effect; inconclusive means small, poorly fitted or top-dose-only effect, or another doubt; inactive means no such curve, though single readings can be large; an effect the other way counts as inactive or inconclusive. Unless noted, on the % scale 0 is the no-effect control and ±100 the full control effect. This is a subset, so the mix of outcomes need not match the whole.

SMILES,PNC assembly inh,ALOX15B inhib,12-hLO inh,IMPase inh
CCN(CC)CCNC(=O)C(=O)NCC1OCCN1S(=O)(=O)c1ccc([N+](=O)[O-])cc1 (stereo not given),?,.,-1%,.
COc1ccc(CNC(=O)C2CCC(CNc3c(N4CCOCC4)c(=O)c3=O)CC2)cc1 (stereo not given),-10,4%,4%,-10
c1cncc(Nc2nc(-c3cccnc3)cs2)c1,3,-2%,1%,-2
O=S(=O)(c1ccc(NCC2CCCCC2)nc1)N1CCOCC1,-5,-1%,3%,2
COC(=O)c1c(CSc2ccc(Cl)cc2)noc1C(=O)NCc1ccco1,0,-6%,-18%,5
O=C(CSc1ncnc2c1oc1ccccc12)Nc1ccccc1C(F)(F)F,7,.,-2%,?
Cc1ccc2cc(CN(CCO)Cc3nnnn3Cc3ccc(F)cc3)c(=O)[nH]c2c1,?,-1%,2%,0
O=C(Cn1c(=O)n(CC2CCCO2)c(=O)c2ccccc21)c1ccc(Cl)c(Cl)c1 (stereo not given),?,-14%,7%,9
CN(C)c1nc(NS(=O)(=O)c2ccc(Cl)cc2)nc(N(C)C)n1,-121*,-6%,-1%,-1
CCCN(CCC)C(=O)Cn1c(=O)n(CCC(=O)NCCc2ccccc2)c(=O)c2ccccc21,43,0%,-2%,-1
COc1cccc(/C=N/n2c(-c3ccco3)nc3ccccc3c2=O)c1,-29,.,3%,7
COc1ccc(C2CC(C(F)(F)F)n3ncc(C(=O)Nc4cccc(O)c4)c3N2)cc1OC (stereo not given),29,-18%,8%,13
CN(CC(=O)Nc1cccnc1)S(=O)(=O)c1cc(Cl)ccc1Cl,26,2%,-2%,1
CCCC1(c2ccccc2)NC(=O)N(CC(=O)Nc2sc(-c3ccccc3)cc2C(=O)OCC)C1=O (stereo not given),19,-9%,-5%,?
Cc1ccc(C(C(=O)NC2CCCCC2)N(C(=O)Cc2c[nH]c3ccccc23)c2ccccc2)o1 (stereo not given),55,-15%,-3%,10
CC(=O)N(Cc1cccnc1)Cc1cc2ccc(C)cc2[nH]c1=O,-19,3%,1%,-1
CCN(CC)S(=O)(=O)c1cccc(C(=O)Oc2cccc(NC(=O)c3cccs3)c2)c1,-108*,.,0%,.
COc1ccc(Oc2ccc(N/C=C3/CCCC3=O)cc2)cc1,55,.,0%,.
Cc1ccc(CSc2nn3c(=O)c(C)nnc3s2)cc1,?,.,-2%,-3
O=C(COC(=O)c1nc(Cl)ccc1Cl)c1ccc(Cl)s1,27,.,-1%,-12
Cc1no[n+]([O-])c1COc1ccc(/C=C(\C#N)C(N)=O)cc1,69,.,2%,.
COc1ccc(Cc2nc(-c3cccc(C)c3)no2)cc1,-20,8%,2%,-5
COc1cccc(CN(Cc2ccco2)S(=O)(=O)c2ccc(S(=O)(=O)NCc3ccccc3)cc2)c1OC,?,.,1%,.
Fc1ccccc1NC(=S)NNc1ncc(C(F)(F)F)cc1Cl,-16,-18%,-12%,3
COc1ccc(NC(=O)Nc2nnc(N3CCC(C)CC3)s2)cc1OC,45,.,0%,.
Cc1[nH]c2ccccc2c1C(=O)COC(=O)CCS(=O)(=O)c1ccccc1Cl,34,.,0%,.
COC(=O)c1ccccc1NC(=O)NC1CCN(Cc2ccccc2)CC1,19,14%,-1%,-8
CCC1CCCCN1Cc1ccc(OC)c(C)c1C (stereo not given),-22,-1%,-4%,0
CC(C)(C)C(=O)/C(=C\c1ccc([N+](=O)[O-])cc1)n1cncn1,?,.,-3%,12
CCCCc1ccc(NC(=O)COc2ccc(C(=O)Nc3ccccc3OCC)cc2)cc1,-14,.,1%,.
Oc1ccc(/C=C/c2nc(-c3ccccc3O)n(-c3ccccc3)n2)cc1,-25,3%,-13%,10
Cc1c(NC(=O)CSc2nc3ccc(Cl)cc3[nH]2)c(=O)n(-c2ccccc2)n1C,?,-1%,-1%,5
COc1ccc(N(CC(O)CN2C(=O)NC(C)(C)C2=O)S(=O)(=O)c2ccccc2)cc1 (stereo not given),-7,-5%,-1%,4
C[N+](C)([O-])Cc1cc(-c2ccccc2)ccc1O,.,-2%[11.4 µM],1%[11.4 µM],.
Cc1ccc(NC(=O)N/C=C/c2ccccc2)cc1,?,-10%,-5%,1
CC(C)=C1C(=O)C(c2ccccc2)=C2CN3C(=O)N(CCc4ccccc4)C(=O)[C@]3(C)[C@H]21,.,-7%,-7%,.
Cc1ccc(C(=O)Oc2csc(=S)n2C(=O)c2ccc(C)cc2)cc1,?,?,-9%,5
CC(C)c1ccc(NC(=O)C(c2ccccc2)N2CCC3(CC2)OCCO3)cc1 (stereo not given),26,13%,-5%,0
COc1ccc(-c2nc3ccc([N+](=O)[O-])cc3o2)cc1,48,.,-2%,.
COc1ccc(NC(=O)c2ccccc2NC(=O)CSc2ccc(Cl)cc2)cc1,3,-8%,0%,0
COc1ccc(NC(=O)c2ccccc2NC(=O)COc2ccccc2)cc1,-20,-5%,6%,1
COc1ccc(OCC(=O)N/N=C/C=C/c2ccccc2)cc1,-115*,.,-3%,-1
COc1ccccc1C(=O)NCC(=O)OCc1ccc(Br)cc1,-19,.,-6%,1
Cc1cccc(N(Cc2nnc3n2CCCCC3)C(=O)Nc2ccccc2)c1,109,10%,0%,-2
O=C(NCC(c1cccs1)N1CCOCC1)c1ccco1 (stereo not given),10,0%,5%,-2
O=C(COC(=O)C1CC1)Nc1ccc(OC(F)F)cc1,24,5%,4%,-5
O=C(Cn1nnc2ccccc2c1=O)NC1CCCc2ccccc21 (stereo not given),?,1%,0%,4
C=CCN(c1ccccc1)S(=O)(=O)c1cccc(C(=O)O)c1,23,5%,7%,-3
CN(c1ccc(C(=O)NCc2ccncc2)cc1)S(C)(=O)=O,1,2%,-1%,-4
COC(=O)[C@@]1(Cc2ccc(OC)cc2)[C@H]2c3cc(C(=O)N(C)C)n(Cc4ccc(OC(F)(F)F)cc4)c3C[C@H]2CN1C(=O)c1ccccc1,20,-5%,-10%&-10%,.
Oc1ccc(-c2nc3ncccn3c2Nc2ccc3c(c2)OCCO3)cc1,7,-4%,2%,4
Cn1cccc1C(=O)NS(=O)(=O)c1ccccc1Cl,?,.,10%,-11
COCC(C)n1c(C)cc(C(=O)CSc2nnc(Nc3ccccc3F)s2)c1C (stereo not given),44,-10%,-14%,5
Cc1ccc(CN(C(=O)c2sc3ccccc3c2Cl)C2CCS(=O)(=O)C2)cc1 (stereo not given),?,.,-18%,10
O=C(OCC(=O)N1CCCC1)c1ccccc1OCc1ccccc1,28,-2%,-1%,-3
Cc1cccc(NC(=S)N/N=C/c2c[nH]c3ccccc23)c1,-82*,.,?,.
COc1ccc(S(=O)(=O)N(CC(C)C)CC(C)C)c2cccnc12,16,4%,2%,2
COc1ccc(C(C)=O)cc1CSc1nnc(Nc2ccc(C)cc2)s1,-113*,.,-4%,.
COc1ccc(C(=O)COC(=O)CNC(=O)C2CCCCC2)c(OC)c1,-16,-4%,-1%,-11
CCOc1ccc(C2=CS/C(=C(\C#N)c3nnc4n3CCCCC4)N2CC)cc1,?,1%[2.29 µM],-2%,5

The list goes on:
SMILES,PNC assembly inh,ALOX15B inhib,12-hLO inh,IMPase inh
C(=N\Nc1nnnn1-c1ccccc1)/c1ccncc1,-10,.,16%,.
Cc1cccc(N2C(=O)C(Cl)=C(Nc3c(C)n(C)n(-c4ccccc4)c3=O)C2=O)c1C,-15,-16%,-20%,0
N#C/C(=C\C1CC=CCC1)c1nc2ccccc2[nH]1 (stereo not given),-4,0%,-17%,6
CC1(C)CC(=O)C2=C(C1)NC(SCC(=O)Nc1ccccc1)=C(C#N)C2c1ccco1 (stereo not given),-23,-7%,-6%,-1
O=C(CNC(=O)c1ccccc1F)N/N=C/c1cc(Br)ccc1OCc1ccccc1,?,.,0%,-14
Cc1oc(CC(C)C)cc1C(=O)Nc1cccc2ccccc12,?,-8%,-17%,11
CCOC(=O)c1cnc2c(OC)cccc2c1Nc1ccc2c(c1)OCCO2,77,.,-1%,-5
CCC(=O)N1CCN(CCN=CC2=C(O)CC(C)(C)CC2=O)CC1,18,0%,-1%,-4
Cc1cccc(NC(=O)CSc2nnc(-c3ccco3)o2)c1,25,3%,-1%,-3
CCOC(=O)c1cc(C)n(-c2c(C)n(C)n(-c3ccccc3)c2=O)c1C,-17,5%[2.29 µM],1%,11
CCOc1cc(CNn2cn[nH]c2=S)cc(Cl)c1OCc1ccccc1F,-28,.,-30%,5
Cc1ccc(NC(=O)c2ccc(CSc3ccccn3)cc2)cc1,-8,.,13%,18

Another view of 2 compounds above:
SMILES: CCOC(=O)c1cc(C)n(-c2c(C)n(C)n(-c3ccccc3)c2=O)c1C
  PNC assembly inh = -17
  ALOX15B inhib = 5%[2.29 µM]
  12-hLO inh = 1%
  IMPase inh = 11

SMILES: CCOc1cc(CNn2cn[nH]c2=S)cc(Cl)c1OCc1ccccc1F
  PNC assembly inh = -28
  ALOX15B inhib = .
  12-hLO inh = -30%
  IMPase inh = 5

Next section.
SMILES,PNC assembly inh,ALOX15B inhib,12-hLO inh,IMPase inh
Cc1ccc(C(=O)Nc2cccc(C(=O)O)c2)cc1S(=O)(=O)N1CCOCC1,?,-5%,5%,-8
Brc1ccc(-c2nnc(-c3ccccc3Br)o2)cc1,20,2%,-18%,10
Cc1nc2cc(CO)ccc2s1,22,3%,6%,-9
COCc1cc(/C=N\NC(=O)c2ccc(Cl)cc2)ccc1OC,26,.,-5%,.
CCOc1ccccc1NC(=O)C1CCCN(S(=O)(=O)c2cccc3nsnc23)C1 (stereo not given),3,3%,-5%,5
Cc1cccc(-c2oc(C)c(C)[n+]2[O-])c1,12,2%,3%,4
Cc1ccc2cccc(S(=O)(=O)Nc3c(C)n(C)n(-c4ccccc4)c3=O)c2n1,?,-4%,2%,-5
Cc1nnsc1NC(=O)OCc1ccc(C(C)(C)C)cc1,9,2%,3%,2
CC(=O)Nc1ccc(N(CC(O)Cn2c3ccccc3c3ccccc32)S(=O)(=O)c2ccc(C)cc2)cc1 (stereo not given),-5,.,-7%,.
CC(CCl)OC(C)CCl (stereo not given),.,1%,-2%,.
O=C(N=NC(=O)c1ccco1)c1ccc2c(O)n(N3C(=O)c4ccccc4C3=O)c(O)c2c1,0,.,0%,.
Cc1ccc(C)c(-c2nnc(OCC(=O)Nc3cc(C)on3)c3ccccc23)c1,-15,0%,-8%,-9
CCCCC/C=C\C/C=C\C/C=C\C/C=C\CCCC(=O)C(F)(F)F,.,?,7%[0.00818 µM],.
CC(=O)Nc1ccccc1/C=C/c1ccc2c(C)cc(C)c(O)c2n1,?,.,1%,-10
Cc1cccc(NCN2C(=O)C3C4C=CC(C4)C3C2=O)c1 (stereo not given),-9,4%,9%,2
COc1ccc(C(=O)Nc2ccc(Cl)cc2C(=O)N2CCCC(C)C2)cc1 (stereo not given),-5,1%,-1%,-8
CCOC(=S)SCC(=O)O,.,-1%[11.4 µM],4%[11.4 µM],.
CCN(c1ccc(NC(=O)COC(=O)c2cccs2)cc1)C(C)C,-5,-8%,4%,6
CCOc1ccccc1-c1nc(-c2ccc(NC(=O)Cc3ccccc3OC)cc2)no1,-10,-4%,4%,4
CC1CC(N(C(=O)c2ccco2)c2ccccc2)c2ccccc2N1C(=O)c1ccco1 (stereo not given),14,-1%,-8%,10
COCCCNC(=O)CCc1nc2cccnc2n1Cc1ccc(OC)cc1,17,2%,12%,1
COc1ccc(CNC(=O)CCNS(=O)(=O)c2ccc(C)cc2)cc1,-3,-10%,-2%,-2

Source: PubChem (National Center for Advancing Translational Sciences (NCATS))
